# RGS4 pot: RGS4 potentiation or activation. HEK293 M3R/inducible RGS4, carbachol calcium flux Fluo4; stronger effect = lower value. hit rate 0.92% among 310,000. AID 463111. B-score at 10 µM;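 active = B-score of the integrated calcium signal more than 4 SD below the library mean, with starting fluorescence not abnormally high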;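 note: negative B-score means reduced calcium response which marks RGS4 activation or potentiation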
#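 Assay system: Inducible-RGS4 HEK293 cells carrying M3 receptor | Schedule: Compound preincubation 20 min at room temperature before agonist | Signal: Kinetic calcium fluorescence imaging with Fluo4-AM dye, 2 µM | Read-out basis: B score from integrated fluorescence ratio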
# PolyA inhibitor: inhibitors of polyadenylation in S. cerevisiae. S. cerevisiae SKY197-pL101 polyadenylation reporter, beta-gal luminescence; efflux-impaired pdr1/pdr3 knockout yeast; score 100 = 6 SD above DMSO. calls only at 12 µM. hit rate 0.02% among 300,000;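 active = lowest replicate activity score at least 50, where 100 means six control SD above control mean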;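 note: yeast exposed to compound for 9 h at 30 °C; higher score means more reporter readthrough which indicates perturbed polyadenylation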
# hERG rescue: shields human hERG channel from block by proarrhythmic agents; Q12809; CHO-hERG, FluxOR thallium flux, dofetilide IC70 present; activation (rescue from dofetilide block), less the hit threshold, % at 10 µM; hit rate 0.51% among 310,000; AID 1511;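 active = activation above the mean of controls blocked by dofetilide plus 5 SD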;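 note: thallium influx through hERG after potassium depolarization seen as dye fluorescence rise; in these data hits start at about 4.7%; inactives centre near -7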
# GSK3 alpha inh: blocks human GSK-3 alpha kinase; P49840; AID 2650; ADP-Glo luminescence, 60 min; hit rate 0.1% among 320,000; inhibition, % at 10 µM;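 in the data active = inhibition above about 50%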;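 note: GST-tagged GSK-3 alpha with peptide substrate and 25 µM ATP; 0% = DMSO neutral wells and 100% = GW8510 positive control wells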
# DYRK1A inh: inhibitors of rat Dyrk1A kinase. hit rate 0.43% among 310,000. Q63470. ADP-Glo luminescence, NFATc1 peptide. inhibition, % at 12.5 µM; in the data active = inhibition above about 50%;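 note: plate controls were vehicle with enzyme for no effect and no enzyme for full effect; many of its hits are not listed in these tables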
# KCNK9 inh: blocks the human KCNK9 two-pore domain potassium channel; Q9NPC2; HEK293 KCNK9, FluxOR thallium flux fluorescence; stronger effect = lower value; B-score at 10 µM; hit rate 1.2% among 310,000; AID 488922;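 active = ratio B-score over 3 SD below the library mean, with starting fluorescence within 5 SD of its mean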;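 note: negative B-score means less thallium flux so channel inhibition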
# Target sequence (Q9NPC2 whole entry, looked up, the tested form may be a part): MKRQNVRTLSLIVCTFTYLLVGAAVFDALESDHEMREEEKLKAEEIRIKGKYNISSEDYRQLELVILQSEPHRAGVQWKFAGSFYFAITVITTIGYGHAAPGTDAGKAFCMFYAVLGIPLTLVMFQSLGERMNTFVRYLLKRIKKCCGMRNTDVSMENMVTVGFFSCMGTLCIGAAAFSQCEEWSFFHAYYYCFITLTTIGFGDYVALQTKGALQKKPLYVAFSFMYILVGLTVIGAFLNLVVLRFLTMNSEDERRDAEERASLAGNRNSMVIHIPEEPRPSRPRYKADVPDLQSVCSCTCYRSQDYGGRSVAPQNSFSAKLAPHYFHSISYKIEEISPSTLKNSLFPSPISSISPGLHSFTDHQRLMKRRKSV
# RGS4 block: human RGS4 inhibition; P49798; HEK293 M3R/RGS4 inducible, Fluo-4 calcium flux; stronger effect = higher value; triggered by carbachol at its EC20; B-score at 10 µM; hit rate 0.45% among 310,000;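 active = B-score, a plate-corrected calcium signal, over three deviations above library mean, with baseline fluorescence within five deviations of library mean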;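 note: RGS4 expression induced by doxycycline in cells with stable M3 receptor; B-score is computed from the integrated fluorescence ratio over baseline after carbachol; higher B-score means a larger calcium signal and so more RGS4 inhibition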
# Target sequence (P49798 whole entry, looked up): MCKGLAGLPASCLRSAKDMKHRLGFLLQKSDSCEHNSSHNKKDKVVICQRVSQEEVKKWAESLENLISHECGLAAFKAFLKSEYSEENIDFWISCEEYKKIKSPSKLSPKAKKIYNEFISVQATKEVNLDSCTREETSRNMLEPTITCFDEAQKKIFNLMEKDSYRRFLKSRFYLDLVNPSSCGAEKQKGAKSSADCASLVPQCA
# GSK3beta inhib: human GSK3beta kinase inhibition; GST-GSK3beta kinase, ADP-Glo luminescence, 60 min; stronger effect = lower value; hit rate 0.038% among 300,000; activity score (negative = inhibition), % at 10 µM;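 active = more than half of replicate wells score below -50%, meaning over 50% inhibition versus plate controls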;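 note: 0% = median DMSO wells and -100% = median GW8510 positive control wells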
# Target sequence (P49841 whole entry, looked up): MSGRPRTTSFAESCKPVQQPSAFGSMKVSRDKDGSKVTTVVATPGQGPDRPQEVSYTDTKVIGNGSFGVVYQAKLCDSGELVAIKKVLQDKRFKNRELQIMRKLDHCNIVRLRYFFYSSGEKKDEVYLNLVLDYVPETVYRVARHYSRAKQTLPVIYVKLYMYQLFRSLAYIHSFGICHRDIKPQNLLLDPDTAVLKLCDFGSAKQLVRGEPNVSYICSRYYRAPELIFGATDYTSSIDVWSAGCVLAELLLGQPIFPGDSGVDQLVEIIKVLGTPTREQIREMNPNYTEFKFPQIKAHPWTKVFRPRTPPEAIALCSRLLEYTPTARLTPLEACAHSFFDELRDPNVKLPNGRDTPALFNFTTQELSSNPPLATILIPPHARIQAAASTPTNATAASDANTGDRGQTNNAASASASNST
#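 Test system – GST-tagged human GSK3beta kinase, cell-free · Incubation – 60 min enzyme reaction, room temperature · Signal – ADP-Glo luminescence · Also added – peptide substrate and ATP at 25 µM · Controls – DMSO neutral wells and GW8510 at 20 µM as positive · Buffer or medium – Tris/MgCl2 kinase buffer · Measure – Luminescence-derived activity versus plate DMSO and GW8510 wells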
# KCNQ1 act: human KCNQ1 channel potentiation or activation; B-score at 10 µM; P51787; CHO-K1 KCNQ1, thallium flux FluxOR fluorescence; stronger effect = higher value; hit rate 0.35% among 310,000;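 active = fluorescence ratio B-score, a plate-corrected score, at least three library SD, with initial intensity B-score within 5 SD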
#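 Assay system: stable KCNQ1 CHO-K1 line; medium: assay buffer, equal DMSO in all wells; timing: 90 min dye loading and 20 min compound exposure, both at room temperature; technique: kinetic FluxOR thallium fluorescence, 10-s 1-Hz baseline, 110-s post-stimulus read; read-out basis: B score of baseline-normalized fluorescence ratio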
# KCNQ1 inh: human KCNQ1 channel inhibition | P51787 | CHO-K1 KCNQ1, FluxOR thallium flux fluorescence; stronger effect = higher value | B-score at 10 µM | hit rate 1.3% among 310,000 | AID 2642;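 active = compounds whose thallium flux B-score, printed positive for inhibition, exceeds three library SD while starting fluorescence stays within three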;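 note: channel opened by potassium depolarization with thallium stimulus after 20 min compound exposure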
# KCNK3 inh: human KCNK3 channel inhibition, primary screen; O14649; B-score at 10 µM; CHO-KCNK3 thallium flux, FluxOR fluorescence; stronger effect = lower value; hit rate 0.84% among 340,000;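 active = B-score under library mean minus 4 SD, starting fluorescence ratio at most library mean plus 5 SD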;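 note: more negative B-score means stronger inhibition of thallium flux through KCNK3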
# * = called active by the depositor; i = inactive; · = not tested or not shown. An excerpt. The share of hits here may be higher or lower than overall.
SMILES,RGS4 pot,PolyA inhibitor,hERG rescue,GSK3 alpha inh,DYRK1A inh,KCNK9 inh,RGS4 block,GSK3beta inhib,KCNQ1 act,KCNQ1 inh,KCNK3 inh
CN(CC(=O)Nc1c(Cl)cccc1Cl)C(=O)c1cccc(-n2cccc2)c1,i,i,-15.3,0.0,10.8,i,i,2.5,i,i,i
COc1ccc(-c2ccc(C(=O)C3CC3)cc2)cc1,i,i,-6.1,-0.1,0.4,i,i,0.2,i,i,i
CN(C)C(=O)N1CCCC(C(=O)NCc2cccs2)C1 (stereo not drawn),i,i,1.7,2.3,-8.6,i,i,7.7,i,i,i
Cc1cc(Br)ccc1NC(=O)CN(C)C(=O)c1cc(S(=O)(=O)N(C)C)ccc1N1CCCC1,i,i,-10.8,-5.8,2.0,i,i,2.3,i,i,i
N#CC(c1cccc(Cl)c1)c1ccc2c(C(F)(F)F)cc(C(F)(F)F)nc2n1 (stereo not drawn),i,i,-4.7,·,·,i,i,-3.3,76*,i,i
COc1ccc(CC(NC(C)=O)C(=O)NC2CCN(C(=O)c3cnccn3)CC2)cc1 (stereo not drawn),i,i,-6.1,-1.3,-10.4,i,i,-6.2,i,i,i
CC(C)OC(=O)CCCCCN1C(=O)CSC1=S,i,i,-4.7,-1.3,-2.2,i,i,-0.5,i,i,i
O=C(NCCCc1ccccc1)c1cnc2n(c1=O)CCS2,i,i,-7.9,2.5,6.3,i,i,-2.4,i,i,i
N#CC12COC3(CCCCC3C1(C#N)C#N)OC2=N (stereo not drawn),i,i,-20.1,5.6,-4.9,i,i,-0.5,i,i,i
Nc1nnc(Cc2c[nH]c3ccccc23)s1,i,i,-13.2,-0.1,2.5,i,i,-0.1,i,i,i
Cc1ccnc(NC(=O)c2ccc(S(=O)(=O)N3CCCC3)cc2)c1,i,i,-11.4,0.8,12.5,i,i,1.6,i,i,i
COc1ccc(C2=NN(c3ccc(C(=O)O)cc3)C(c3ccc(OC)c(OC)c3)C2)cc1 (stereo not drawn),i,i,-16.1,-1.2,3.0,i,9.33*,3.9,i,i,i
CCC(=O)Nc1cc(-c2nn(C)c(=O)c3ccccc23)ccc1OC,i,i,-10.1,1.0,-3.3,i,i,0.0,i,i,i
CC(C)Cn1c(N)c(C(=O)CSc2nc3ncc(Cl)cc3[nH]2)c(=O)n(C)c1=O,i,i,-15.9,-0.3,4.3,i,i,-1.3,i,i,i
O=C(O)c1cccc(NC(=S)NC(=O)c2ccc(-c3ccccc3)cc2)c1,i,i,-9.4,-0.8,-4.6,i,i,4.3,i,i,i

# A different layout for part of the listing above:
structure | RGS4 pot | PolyA inhibitor | hERG rescue | GSK3 alpha inh | DYRK1A inh | KCNK9 inh | RGS4 block | GSK3beta inhib | KCNQ1 act | KCNQ1 inh | KCNK3 inh
Cc1cc(Br)ccc1NC(=O)CN(C)C(=O)c1cc(S(=O)(=O)N(C)C)ccc1N1CCCC1 | i | i | -10.8 | -5.8 | 2.0 | i | i | 2.3 | i | i | i
N#CC(c1cccc(Cl)c1)c1ccc2c(C(F)(F)F)cc(C(F)(F)F)nc2n1 (stereo not drawn) | i | i | -4.7 | · | · | i | i | -3.3 | 76* | i | i

# Next part:
SMILES,RGS4 pot,PolyA inhibitor,hERG rescue,GSK3 alpha inh,DYRK1A inh,KCNK9 inh,RGS4 block,GSK3beta inhib,KCNQ1 act,KCNQ1 inh,KCNK3 inh
Cc1nnsc1C(=O)Nc1ccc(S(=O)(=O)N2CCCC(C)C2)cc1 (stereo not drawn),i,i,-8.3,·,4.7,i,i,-0.4,i,i,i
COc1ccc(OC)c(S(=O)(=O)N2CCN(c3ncccn3)CC2)c1,i,i,-13.0,1.0,-2.3,i,i,0.2,i,i,i
N/C(=N\OC(=O)/C=C/c1ccccc1)c1ccccc1,i,i,-3.8,-3.7,0.0,i,i,-1.1,i,i,i
Cc1ccc(Nc2nc(N)c(C#N)c(CC#N)c2C#N)cc1,i,i,-4.3,10.8,10.0,i,i,-5.3,i,i,i
COc1ccc(N2CCN(C(=O)CCCCn3c(=O)[nH]c4ccsc4c3=O)CC2)cc1,i,i,-12.3,-0.3,-8.6,i,i,0.1,i,i,i
Cc1cccc(N2CCN(c3nc4ccccc4n4cnnc34)CC2)c1C,i,i,-9.5,-5.7,-1.8,i,i,4.2,i,i,i
CC(/C=C/c1ccccc1)=N\Nc1nc(C)cc(C)n1,i,i,-4.3,-5.1,4.0,i,i,-0.4,i,i,i
Cc1ccccc1-n1c(SCC(=O)N2CCCC2)nnc1-c1ccccn1,i,i,-7.7,1.8,1.3,i,i,-1.4,i,i,i
CCOC(=O)Cc1csc(SC(C)C(=O)NCC(=O)Nc2ccc(F)c(F)c2F)n1 (stereo not drawn),i,i,-13.6,2.6,-1.8,i,i,0.0,i,i,i
CN(C)CCCNC(=S)NCC(c1ccc(Cl)cc1Cl)c1c[nH]c2ccccc12 (stereo not drawn),i,i,-14.3,9.7,-8.0,i,i,-11.8,i,i,i
COc1ccc(OC)c(CN2CCN(Cc3cc(OC)c(OC)c(OC)c3)CC2)c1,i,i,-3.7,-1.1,9.6,i,i,0.6,i,i,i
CC(=O)CSc1nnc2cc(C)c3ccccc3n12,i,i,-15.5,-0.7,11.1,i,i,1.7,i,i,i
O=C(Nc1nnc(C2CC2)s1)c1cccs1,i,i,-4.4,0.4,·,i,i,-3.4,i,i,i
CCOC(=O)N1CCN(C(c2ccccc2)c2sc3nc(C)nn3c2O)CC1 (stereo not drawn),i,i,-7.9,-1.1,-6.8,i,i,6.0,i,i,i
CCOC(=O)c1sc2ncnc(N3CCN(c4ccc(OC)cc4)CC3)c2c1C,i,i,-5.5,-0.5,-4.5,i,i,0.7,i,i,i
O=S(=O)(Nc1ccc(Cc2ccncc2)cc1)c1ccc(Cl)c(Cl)c1,i,i,-1.6,0.9,-5.8,i,i,-17.2,i,i,i
COc1ccccc1N1CCN(C(=O)COc2ccc(Cl)cc2Br)CC1,i,i,-6.8,-0.5,13.3,i,i,3.0,i,i,i
COc1ccc(N(C(=O)c2ccco2)C(C(=O)NC2CCCC2)c2cc(OC)c(OC)c(OC)c2)cc1 (stereo not drawn),i,i,-6.8,-2.2,-9.5,i,i,0.6,i,i,i
CCn1c(=O)c2ccccc2n2c(SCC(=O)N3CCc4ccccc4C3)nnc12,i,i,-8.4,-2.3,-3.8,i,i,1.6,i,i,i
Cc1ccc(S(=O)(=O)Nc2cccc(C(=O)NCC3CCCO3)c2)cc1F (stereo not drawn),i,i,-7.8,-3.7,9.6,i,i,-5.2,i,i,i
CN(C)CCCNC(=O)CCC1CCCCC1,i,i,-3.4,0.6,0.7,i,i,-0.6,i,i,i
CCCCC1CCC(C(=O)N(CCCC)c2c(N)n(CCCC)c(=O)[nH]c2=O)CC1 (stereo not drawn),i,i,-7.7,0.7,0.3,i,i,0.6,i,i,i
O=C1CC(N2CCN(CCc3ccccn3)CC2)C(=O)N1c1ccc(Cl)cc1 (stereo not drawn),i,i,-1.2,-1.4,1.4,i,i,0.1,i,i,i
Cc1ccc(C)c(NC(=O)CCN2C(=O)[C@@H]3Cc4ccccc4CN3C2=O)c1,i,i,-3.3,-2.0,-4.7,i,i,4.4,i,i,i
COc1cc(Br)c(C2CC(=O)Nc3cc(OC)c(OC)cc32)cc1OC (stereo not drawn),i,i,-0.9,0.1,1.2,i,i,-1.6,i,i,i
COC(=O)c1ccc(CC(=O)c2c(C)cc(O)cc2O)o1,i,i,-4.2,0.7,10.7,i,i,-0.1,i,i,i
Cc1cc(C(F)(F)F)c(C#N)c(SCC(=O)NC2CC2)n1,i,i,-12.2,-1.0,4.0,i,i,4.1,i,i,i
COC(=O)c1cc(OC)c(OC)cc1NC(=O)c1cc(C(C)(C)C)oc1C,i,i,-8.4,-2.3,·,i,i,-3.6,i,i,i
CCCc1cc2nnc(SCC(=O)N(C)C3CCCCC3)n2c(N)n1,i,i,-3.7,-0.3,0.8,i,i,2.3,i,i,i
O=C(Nc1ccc2c(c1)CCC2)c1c(F)cccc1Cl,i,i,-12.8,2.1,-2.2,i,i,-1.6,i,i,i

# 4 compounds already listed, arranged by molar mass, smallest number first:
SMILES,RGS4 pot,PolyA inhibitor,hERG rescue,GSK3 alpha inh,DYRK1A inh,KCNK9 inh,RGS4 block,GSK3beta inhib,KCNQ1 act,KCNQ1 inh,KCNK3 inh
COC(=O)c1ccc(CC(=O)c2c(C)cc(O)cc2O)o1,i,i,-4.2,0.7,10.7,i,i,-0.1,i,i,i
O=C(O)c1cccc(NC(=S)NC(=O)c2ccc(-c3ccccc3)cc2)c1,i,i,-9.4,-0.8,-4.6,i,i,4.3,i,i,i
N#CC(c1cccc(Cl)c1)c1ccc2c(C(F)(F)F)cc(C(F)(F)F)nc2n1 (stereo not drawn),i,i,-4.7,·,·,i,i,-3.3,76*,i,i
COc1ccc(C2=NN(c3ccc(C(=O)O)cc3)C(c3ccc(OC)c(OC)c3)C2)cc1 (stereo not drawn),i,i,-16.1,-1.2,3.0,i,9.33*,3.9,i,i,i

# Other structures
SMILES,RGS4 pot,PolyA inhibitor,hERG rescue,GSK3 alpha inh,DYRK1A inh,KCNK9 inh,RGS4 block,GSK3beta inhib,KCNQ1 act,KCNQ1 inh,KCNK3 inh
COc1ccc(-n2nc3c(c2NC(=O)c2ccc(S(=O)(=O)N4CCOCC4)cc2)CS(=O)(=O)C3)cc1,i,i,-13.2,0.4,-3.9,i,i,-2.5,i,i,i
N#Cc1nc(-c2ccccc2Cl)oc1NCc1ccco1,i,i,-2.3,1.2,40.2,-7.49*,i,-1.9,i,i,i
Cc1cc(N2CCN(C)CC2)nc(N2CCOCC2)n1,i,i,8.0*,-0.8,4.8,i,i,-1.7,i,i,i
Cn1c(C(=O)O)cc2cc(Oc3ccccc3)ccc21,i,i,-11.4,-5.6,-0.2,i,i,-0.9,i,i,i
CCOc1ccc(N2C(=O)C(Cl)=C(N3CCOCC3)C2=O)cc1,i,i,-3.7,-0.8,16.1,i,i,-1.2,i,i,i
COc1cccc(C(=O)C2CCCN(C(=O)c3ccccn3)C2)c1 (stereo not drawn),i,i,-7.6,-2.0,-1.3,i,i,-2.7,i,i,i
COC(=O)c1cc2c(cc1N)OCCO2,i,i,-3.2,-2.8,-1.3,i,i,-0.4,i,i,i

# Compound activity deposited in PubChem BioAssay by several laboratories.
